# Screens deposited in PubChem BioAssay by National Center for Advancing Translational Sciences (NCATS).
# S2 tox – cell viability loss in ATXN counter-screen; S2 cells (HEK-293 line with an ATXN2-luciferase reporter) viability, CellTiter-Fluor protease fluorescence, 24 h; Potency, µM (titrated, usually from 56.7 µM), most hits filed as cytotoxic; AID 651635; 400,000 tested, 0.49% active; note: potency is the fitted concentration of half-maximal effect; nearly all actives have a fitted effect of over 40% in size
# SW480 rerep – inducers of DNA re-replication in SW480 colon cancer cells; SW480 DNA re-replication, Hoechst DNA content imaging, 48 h; Potency, µM (titrated, usually from 46.1 µM), inactives show top-dose re-replication activation, most hits filed as activators; 340,000 tested, 1.8% active; AID 624297; note: potency is the fitted concentration of half-maximal effect; % of control where 0% means no effect; nearly all actives have a fitted effect of over 55% in size
#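 Hoechst fluorescence of nuclei (405 nm excitation, 500-530 nm emission) measured by plate-scanning imager after 48 hr compound exposure at 37 C; re-replication scored as increased number of nuclei with elevated intensity.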
# HT1080 IDH1KD tx – kills HT-1080 cells with IDH1 knockdown. HT-1080 IDH1 knockdown viability, ATP luminescence, 48 h. Potency, µM (highest dose often 46.1 µM), inactives show at the top dose activity, negative = toxicity, actives largely listed as cytotoxic. 360,000 tested, 2% active;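 note: potency is the fitted concentration of half-maximal effect; 0% = DMSO wells and -100% = cell-free medium wells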
#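 HT-1080-IDH1KD cells (IDH1 knocked down), 750/well in RPMI with 5% FBS, treated with compound 48 h at 37 degrees C. Viability by CellTiter-Glo luminescence, normalised to DMSO and no-cell wells; concentration-response curves classed.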
# MCF10A rereplic – induces DNA re-replication in MCF 10a normal breast cells; AID 624296; Potency, µM (titrated, usually from 46.1 µM), for the others: at the highest dose activity, positive = re-replication, hits mostly activators; 350,000 tested, 2.9% active; MCF 10A DNA re-replication, Hoechst nuclear intensity, 48 h; note: potency is the fitted concentration of half-maximal effect; % of control where 0% means no effect; nearly all actives have a fitted effect of over 50% in size
# HepG2 viability – HepG2 cytotoxicity, counter-screen for TGF-b inhibitors. HepG2 CAGA-GFP viability, ATP luminescence, 18 h. Potency, µM (doses to about 46.1 µM), without a hit: top-dose activity change, negative = cytotoxicity, usual class: cytotoxic. 410,000 tested, 0.76% active. AID 588856; note: potency is the fitted concentration of half-maximal effect; some results filed as inactive show a strong effect at the top dose
#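 CellTiter-Glo luminescence gave cytotoxicity after 18 hours at 37 degrees C. The cells were HepG2 CAGA-GFP in 1% FBS DMEM, stimulated with 500 pg/mL TGF-beta after compound addition. %Activity was normalised to no-cell wells (complete cell-killing) and DMSO (no toxicity), and curves were fitted and classified.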
# KB-3-1 tox – kills parental KB-3-1 adenocarcinoma cells. Potency, µM (series often up to 46.1 µM), for the others: at the highest dose activity change, negative = cytotoxic, usual class: cytotoxic. KB-3-1 viability, CellTiter-Glo ATP luminescence, 72 h. 400,000 tested, 1.4% active. AID 1347075; note: potency is the fitted concentration of half-maximal effect; % is set by controls: 0 for no effect and ±100 for the full control effect; nearly all actives have a fitted effect of over 60% in size
#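 Parental KB-3-1 viability, qHTS format: 72 h compound exposure, 37 °C; CellTiter-Glo; media-only wells and DMSO plates as controls; concentration-effect fits on corrected data.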
# ATXN2 expr inh – inhibitors of ATXN2 expression. HEK-293 ATXN2-luciferase reporter, luminescence, 24 h. Potency, µM (top dose mostly 57 µM), for inactives: top-dose activity change, negative = inhibition, most hits filed as inhibitors. 360,000 tested, 0.72% active; note: potency is the fitted concentration of half-maximal effect; % is set by controls: 0 for no effect and ±100 for the full control effect; nearly all actives have a fitted effect of over 55% in size
#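 qHTS (up to 57 uM final) was run with 24 h compound exposure of reporter cells at 37 °C. Each well was multiplexed: SteadyGlo luminescence measured ATXN2-luciferase expression after a fluorogenic Gly-Phe-AFC viability readout (25 uM final).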
# HT1080NT lethal – kills 2HG-producing HT-1080-NT fibrosarcoma cells | Potency, µM (series often up to 46.1 µM), inactives show top-dose activity, negative = less viability, hits mostly cytotoxic | 360,000 tested, 1.6% active | AID 686970 | HT-1080-NT fibrosarcoma viability, CellTiter-Glo ATP luminescence, 48 h;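 note: NT is the 2HG producing partner of a matched IDH1 knockdown line; potency is the fitted concentration of half-maximal effect; 0% = DMSO-treated cells and -100% = media-only wells without cells; nearly all actives have a fitted effect of over 55% in size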
#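 Toxicity toward the 2HG-producing NT line was scored as %Activity, normalised to DMSO and no-cell wells, from CellTiter-Glo luminescence after 48 hours' treatment.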
# IL-1B inflam inh – inflammasome signaling inhibition, IL-1 beta readout. THP-1 LPS/ATP IL-1B secretion, AlphaLISA, 16 h; stronger effect = lower value. activity change, % at 57.5 µM. 360,000 tested, 4.7% active. AID 743279; in the data active = activity change below about -50%; inconclusive = mostly about -30% to -49%; note: % is set by controls: 0 for no effect and ±100 for the full control effect
#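 Secreted IL-1B measured by AlphaLISA bead assay after 16 h compound exposure of THP-1 cells; compounds (final up to 57.5 uM) added 1 h before LPS (250 ng/mL) and ATP (1.25 mM) stimulation; lower signal means less secretion.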
# * = called active by the depositor; i = inactive; ? = inconclusive; . = not tested or not shown; [ ] = remark or other dose. Unless noted, calls come from the whole dose curve; as a rule, active = well fitted curve in the direction sought with a large enough effect; inconclusive = small, poorly fitted or top-dose-only effect, or another doubt; inactive = no such curve, though single readings can be large; an effect the other way counts as inactive or inconclusive. Random draw from the library. About 8.9% of those tested had a hit in this group.
1) O=C1c2cnc3nc(SCc4cccc(Cl)c4)nn3c2CC2c3ccccc3CCN12 (configuration not stated)
2) COc1cccc(CNC(=O)CCNC(=O)N2CCn3c2nc2ccccc23)c1
3) Cc1ccc(C(=O)OCC(=O)NC2CC2)s1
4) Cc1cc(C)n(-c2ccc(NC(=O)C3CCCCN3C(=O)c3ccc(C)s3)cc2)n1 (configuration not stated)
5) COC(=O)CSc1nnc(-c2c[nH]c3ccccc23)o1
6) CCOc1ccc(S(=O)(=O)N2CCCCC2)cc1NC(=O)c1ccccc1
7) O=C(NC(=S)Nc1ccccn1)c1ccc(-c2ccccc2)cc1
8) Clc1ccccc1-c1nc(-c2ccccc2)n[nH]1

screen / no. | 1 | 2 | 3 | 4 | 5 | 6 | 7 | 8
S2 tox | i | i | i | i | i | i | i | i
SW480 rerep | 2.6µM* | -2% | 2% | -5% | -4% | -5% | 27% | -3%
HT1080 IDH1KD tx | 15% | 13% | 21% | 8% | 8% | 20% | -21% | -19%
MCF10A rereplic | 2.1µM* | 0% | -13% | 7% | 2% | -4% | ? | 3%
HepG2 viability | 2% | 1% | -9% | -16% | -23% | 6% | -39% | -56%
KB-3-1 tox | 2% | 24% | 19% | . | 1% | 1% | 0% | 7%
ATXN2 expr inh | -20% | 1% | 1% | 2% | . | -1% | 36% | 76%[activator]
HT1080NT lethal | 7% | 10% | 27% | -1% | 15% | 24% | -11% | -10%
IL-1B inflam inh | 20 | ? | 6 | ? | -4 | -1 | -29 | 0

# 3 compounds from above, arranged by the value under IL-1B inflam inh, ascending:
no.	SMILES	SW480 rerep	IL-1B inflam inh
5	COC(=O)CSc1nnc(-c2c[nH]c3ccccc23)o1	-4%	-4
3	Cc1ccc(C(=O)OCC(=O)NC2CC2)s1	2%	6
1	O=C1c2cnc3nc(SCc4cccc(Cl)c4)nn3c2CC2c3ccccc3CCN12 (configuration not stated)	2.6µM*	20

# Next part.
9) COc1cccc(C(C(=O)NC(C)(C)C)N(CCC(C)C)C(=O)CCC(=O)Nc2cc(C)on2)c1OC (configuration not stated)
10) O=C(NCCc1ccccc1)C1CCN(S(=O)(=O)c2ccc(-n3cnnn3)cc2)CC1
11) COc1ccccc1C(=O)NC(=O)COC(=O)c1ccc(Cl)nc1
12) CCOC(=O)C1=C(CC)Nc2ccccc2N=C1NC(=O)c1ccc(S(=O)(=O)N2CCCC2)cc1
13) O=C(Nc1cc([N+](=O)[O-])ccc1F)c1cccs1
14) CCCC1NC(=O)NC(C)=C1C(=O)OCC (configuration not stated)
15) CCC(=O)Nc1sc2c(c1C(=O)OC)CCN(Cc1ccccc1)C2
16) Cc1ccc(OCC(=O)N2c3ccccc3CC2C)c([N+](=O)[O-])n1 (configuration not stated)

screen / no. | 9 | 10 | 11 | 12 | 13 | 14 | 15 | 16
S2 tox | i | i | i | i | i | i | i | i
SW480 rerep | 17% | -5% | -9% | 1% | -5% | 0% | 1% | 1%
HT1080 IDH1KD tx | -3% | 2% | 2% | 4% | 6% | 21% | -5% | 2%
MCF10A rereplic | 3% | -6% | 0% | 6% | 1% | -1% | -3% | ?
HepG2 viability | -3% | 20% | 0% | -26% | -9% | -13% | -16% | -26%
KB-3-1 tox | -4% | 12% | 5% | -3% | 4% | 1% | 7% | -26%
ATXN2 expr inh | -3% | 16% | 8% | -12% | -2% | 0% | -15% | .
HT1080NT lethal | -3% | -14% | 3% | 8% | 7% | 10% | 1% | -1%
IL-1B inflam inh | -9 | 0 | 6 | -16 | -5 | 0 | -8 | -7

17) CCc1ccc(OCCCC(=O)Nc2cccc(C(=O)O)c2)cc1
18) COCCN(C(=O)c1csnn1)C(C(=O)NC1CCCC1)c1ccccc1F (configuration not stated)
19) COc1ccc2cc(Br)ccc2c1CC(=O)NCCCN1CCOCC1
20) O=C(C1=C(O)C(=O)N(CC2CCCO2)C1c1ccccc1F)c1ccco1 (configuration not stated)
21) O=C(Nc1nccs1)c1cccc(NC(=O)c2ccco2)c1
22) CCS(=O)(=O)c1ncc(N(Cc2ccccc2)Cc2ccco2)c(C(=O)Nc2ccc(C)c(C)c2)n1
23) O=C(Nc1ccc(S(=O)(=O)NCc2ccccc2)cc1)c1ccc(Br)o1
24) C[C@H](NC(=O)[C@@H]1CCCN1C(=O)[C@@H]1CCCN1C(=O)c1cccs1)c1ccccc1

screen / no. | 17 | 18 | 19 | 20 | 21 | 22 | 23 | 24
S2 tox | i | i | i | i | i | i | i | ?
SW480 rerep | 23µM* | 0% | -1% | -1% | 0% | . | -3% | .
HT1080 IDH1KD tx | -6% | 4% | -5% | 9% | 9% | . | -1% | 11%
MCF10A rereplic | 6% | -29% | ? | -1% | 13% | . | 1% | .
HepG2 viability | 2% | 6% | -71% | 11% | 12% | 4% | 4% | .
KB-3-1 tox | 11% | 1% | -17% | -15% | -2% | -4% | -16% | 1%
ATXN2 expr inh | 6% | -3% | -32% | 5% | 5% | 1% | -10% | -3%
HT1080NT lethal | 15% | -1% | -24% | 15% | 11% | . | -2% | 14%
IL-1B inflam inh | 8 | 8 | ? | -94* | -3 | . | 24 | 33

25) CCOC(=O)[C@@H](NC(=O)/C=C/[C@H]1O[C@@H](n2cc(C)c(=O)[nH]c2=O)C[C@@H]1O)C(C)C
26) CCc1cc(C(=O)N/N=C/c2ccc(OC)cc2)c2ccccc2n1
27) Cc1ccsc1/C=N/NC(=O)c1sccc1C
28) Cc1c(C)c([N+](=O)[O-])c(C)c(C)c1N
29) CN1CCN(C2Cc3cc(Cl)ccc3Sc3cc(F)ccc32)CC1 (configuration not stated)
30) CC(C)=CCn1c2ccc(NC(=O)Nc3ccc(N(C)C)cc3)cc2c(=O)n1C
31) COc1ccc(CCNc2nc3cc(OC)c(OC)cc3c3nc(-c4ccccc4)nn23)cc1OC
32) CN(C)C(=O)COC(=O)c1ccccc1NC(=O)c1ccco1

screen / no. | 25 | 26 | 27 | 28 | 29 | 30 | 31 | 32
S2 tox | i | i | i | ? | ? | i | i | i
SW480 rerep | . | ? | 2% | -2% | ? | . | . | 1%
HT1080 IDH1KD tx | 16% | ? | ? | 13% | ? | ? | . | 0%
MCF10A rereplic | . | 16µM* | -2% | -3% | ? | . | . | 10%
HepG2 viability | 3% | -8% | -33% | 9% | -99% | -2% | -20% | -9%
KB-3-1 tox | 0% | ? | -10% | 10% | 18µM* | 0% | -3% | -2%
ATXN2 expr inh | 6% | -16% | 50%[activator] | -16% | ? | 10% | -3% | .
HT1080NT lethal | 10% | ? | ? | 10% | ? | -24% | . | 3%
IL-1B inflam inh | 33 | 15 | 5 | 0 | -94* | -20 | . | 2

33) COc1ccccc1-c1nnc(C2CCN(S(=O)(=O)c3ccc(F)c(C)c3)CC2)o1
34) COC(=O)c1cc(NC(=O)c2ccc(F)cc2)cc(C(=O)OC)c1
35) Cc1cc(/C=N/n2cnnc2)c(C)n1-c1ccccc1
36) CCOc1nc2ccccc2cc1/C=C/C(=O)O
37) COc1ccc(-n2ccnc(SCC(=O)NC3CCCC3)c2=O)cc1
38) CC(C)CN(C(=O)COC(=O)c1ccc(-c2ccccc2)cc1)C1CCS(=O)(=O)C1 (configuration not stated)
39) COc1ccc(C(=O)Cn2ccsc2=NC(C)=O)cc1
40) CCN(CC)S(=O)(=O)c1ccc(N2CC(C(=O)N3Cc4ccccc4CC3C(N)=O)CC2=O)cc1 (configuration not stated)

screen / no. | 33 | 34 | 35 | 36 | 37 | 38 | 39 | 40
S2 tox | ? | i | i | i | i | i | i | i
SW480 rerep | . | -11% | -3% | 4% | 2% | -4% | -7% | -10%
HT1080 IDH1KD tx | . | 28% | 3% | 20% | 0% | -1% | 16% | 0%
MCF10A rereplic | . | -3% | 8% | -2% | 1% | 0% | -14% | -4%
HepG2 viability | -32% | 4% | -6% | -13% | -9% | 22% | -16% | 5%
KB-3-1 tox | 1% | 0% | 3.3µM* | 24% | 20% | -7% | -2% | -1%
ATXN2 expr inh | -35% | . | 12% | 24% | -9% | -23% | . | .
HT1080NT lethal | . | 27% | -1% | 12% | 3% | -9% | 26% | -5%
IL-1B inflam inh | . | 0 | 25 | 21 | 12 | -19 | 14 | -7

# Reprinted at random: 2 records from the list, in no set order.
30) CC(C)=CCn1c2ccc(NC(=O)Nc3ccc(N(C)C)cc3)cc2c(=O)n1C
16) Cc1ccc(OCC(=O)N2c3ccccc3CC2C)c([N+](=O)[O-])n1 (configuration not stated)

screen / no. | 30 | 16
S2 tox | i | i
SW480 rerep | . | 1%
HT1080 IDH1KD tx | ? | 2%
MCF10A rereplic | . | ?
HepG2 viability | -2% | -26%
KB-3-1 tox | 0% | -26%
ATXN2 expr inh | 10% | .
HT1080NT lethal | -24% | -1%
IL-1B inflam inh | -20 | -7

# Other structures follow.
41) O=c1[nH]c2c(s1)C=Nc1ccccc1N2
42) NC(=O)c1ccsc1NC(=O)CN1C(=O)C2CC=CCC2C1=O (configuration not stated)
43) COc1ccc(NS(=O)(=O)c2ccc(N3CC(O)=C(c4ccccc4)C3=N)cc2)cc1
44) COc1cc(/C=C2\C(=O)N(c3ccc(NC(C)=O)cc3)N=C2c2ccccc2)ccc1O
45) CCNc1ccc(S(=O)(=O)NCCN(C)C)cc1[N+](=O)[O-]
46) COc1ccc(C2NC(=O)C(C)S2)cc1 (configuration not stated)

screen / no. | 41 | 42 | 43 | 44 | 45 | 46
S2 tox | i | i | i | i | i | i
SW480 rerep | 4% | -2% | 1% | -27% | 5% | -13%
HT1080 IDH1KD tx | -2% | 0% | 3% | -3% | -2% | 11%
MCF10A rereplic | ? | 0% | -6% | -3% | -2% | 5%
HepG2 viability | -3% | -11% | -21% | -71% | -107% | 1%
KB-3-1 tox | 4% | -4% | 3% | 16% | 13% | 7%
ATXN2 expr inh | 43%[activator] | 1% | -3% | ? | . | 3%
HT1080NT lethal | -3% | -5% | -4% | 9% | 0% | 3%
IL-1B inflam inh | 34 | -21 | 31 | -19 | 7 | 0
